High-throughput results as filed in PubChem BioAssay.
IMPase Li inh = qHTS Assay for Identifying the Cell-Membrane Permeable IMPase Inhibitors: Potentiation with Lithium; CHO-M1 cells, IP1 TR-FRET (IP-One), carbachol + lithium; Potency, µM (series often up to 59.4 µM), without a hit: top-dose activity, negative = IMPase inhibition, hits mostly inhibitors; 0.35% of 210,000 active; AID 1457, 2008;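 also: IP1 builds up when IMPase is blocked and the TR-FRET signal falls; potency is read from the fitted curve at half-maximal effect; plate controls were basal vehicle for no effect and high inhibitor control for full effect; nearly all actives have a fitted effect of over 50% in size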
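CHO-M1, 2000 cells/well, 16–30 h culture; cpd + low Li+, 30 min 37C; lysis with d2-IP1/Eu-anti-IP1 Ab, 10 min RT; TR-FRET 665/620 ratio and 620 channel; AC50 via Hill.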
NPSR antag = qHTS Assay for Antagonists of the Neuropeptide S Receptor: cAMP Signal Transduction; 1% of 220,000 active; Q6W5P4; Potency, µM (series often up to 38.3 µM), inactives show at the top dose activity change, negative = inhibition, usual class: inhibitors; CHO-NPSR cells, cAMP TR-FRET, antagonist mode; also: potency is read from the fitted curve at half-maximal effect; % is scaled to controls: 0 for no effect and ±100 for the full control effect; nearly all actives have a fitted effect of over 50% in size; many of its hits are not listed in these tables
Target sequence (Q6W5P4 whole entry, looked up): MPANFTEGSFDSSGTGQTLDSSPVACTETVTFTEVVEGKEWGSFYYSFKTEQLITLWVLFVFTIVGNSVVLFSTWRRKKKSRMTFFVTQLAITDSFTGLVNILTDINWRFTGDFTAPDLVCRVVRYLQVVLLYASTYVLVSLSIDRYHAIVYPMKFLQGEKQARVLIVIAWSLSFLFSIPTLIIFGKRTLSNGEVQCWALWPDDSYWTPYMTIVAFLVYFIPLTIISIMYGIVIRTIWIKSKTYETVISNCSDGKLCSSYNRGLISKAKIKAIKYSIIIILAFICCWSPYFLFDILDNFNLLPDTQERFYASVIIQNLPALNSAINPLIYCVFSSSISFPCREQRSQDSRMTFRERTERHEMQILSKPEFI
Luc counter = Counterscreen for Luciferase (Kinase-Glo TM) Inhibition; Kinase-Glo luciferase, ATP luminescence, 8 min; Luciferin 4-monooxygenase (Photuris pensylvanica), Q27757; Potency, µM (highest dose often 38.3 µM), for inactives: top-dose activity change, negative = inhibition, most hits filed as inhibitors; 0.28% of 200,000 active; also: potency is read from the fitted curve at half-maximal effect; % is scaled to controls: 0 for no effect and ±100 for the full control effect; nearly all actives have a fitted effect of over 60% in size
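Recombinant Kinase-Glo luciferase, 10 uM ATP (linear range), luciferin; imidazole pH 7.2 / KCl / MgCl2 / Tween / BSA buffer; 8 min RT; luminescence.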
Lamin A splicing = qHTS Assay for Modulators of Lamin A Splicing. HeLa LMNA splicing GFP/RFP minigene ratio, 48 h. Potency, µM (titrated, usually from 46.1 µM), without a hit: top-dose ratio change, negative = inhibition, usual class: inhibitors. 0.01% of 200,000 active; active = well fitted inhibition curve with a large enough effect in the signal ratio, with a control signal flat, not every such curve was filed as active; inconclusive = small, poorly fitted or top-dose-only effect, or effect the other way, or a change in a side signal; the % refers to the signal ratio; also: potency is read from the fitted curve at half-maximal effect; % is scaled to controls: 0 for no effect and ±100 for the full control effect
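Read-out is the ratio of GFP to DsRed2 object intensity, acquired by 488 nm laser-scanning cytometry on HeLa lamin A-EGFP minigene reporter cells. Compound incubation 48 hrs at 37 °C in Opti-MEM with 2% FBS; DMSO 0.5% final.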
CBFb RUNX1 block = qHTS Assay for Compounds Blocking the Interaction Between CBF-beta and RUNX1 for the Treatment of Acute Myeloid Leukemia; Runt-related transcription factor 1 (Homo sapiens) + Core-binding factor subunit beta …; AlphaScreen CBFb-His/RUNX1-biotin binding, biochemical; Potency, µM (series often up to 59.8 µM), for the others: at the top dose activity, negative = inhibition, actives largely listed as inhibitors; 230,000 tested, under 10 active; also: % of control where 0% means no effect
Target sequence (Q01196 whole entry, looked up): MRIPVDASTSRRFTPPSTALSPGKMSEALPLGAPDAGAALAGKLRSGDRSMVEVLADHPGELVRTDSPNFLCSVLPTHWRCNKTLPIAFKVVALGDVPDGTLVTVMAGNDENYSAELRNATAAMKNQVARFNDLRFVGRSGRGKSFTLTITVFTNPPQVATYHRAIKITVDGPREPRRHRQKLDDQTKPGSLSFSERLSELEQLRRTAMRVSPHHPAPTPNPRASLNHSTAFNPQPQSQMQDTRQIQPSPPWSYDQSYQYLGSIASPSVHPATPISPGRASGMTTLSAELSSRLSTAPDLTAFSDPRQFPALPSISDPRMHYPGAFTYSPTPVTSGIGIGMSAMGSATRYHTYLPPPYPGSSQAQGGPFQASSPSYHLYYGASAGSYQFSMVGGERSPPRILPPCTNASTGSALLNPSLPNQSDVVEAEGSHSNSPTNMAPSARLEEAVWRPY
Target sequence (Q13951 whole entry, looked up): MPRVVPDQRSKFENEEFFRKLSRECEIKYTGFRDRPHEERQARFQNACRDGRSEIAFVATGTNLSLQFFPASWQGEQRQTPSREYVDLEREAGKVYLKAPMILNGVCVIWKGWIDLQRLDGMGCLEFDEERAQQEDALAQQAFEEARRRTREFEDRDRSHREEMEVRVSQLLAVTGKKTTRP
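CBF-beta (His) and RUNX1 (biotin), 30 nM each; 20 min preassociation; + compound, 15 min; + beads 50 ng each (Ni, streptavidin), 90 min; RT; AlphaScreen read.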
HTT aggregate = qHTS Multiplex Assay to Identify Dual Action Probes in a Cell Model of Huntington: Aggregate Formation (GFP); PC12 HttQ103-GFP aggregates, Acumen cytometry, 40 h; Potency, µM (series often up to 46.1 µM), for the others: at the highest dose activity change, negative = inhibition, usual class: inhibitors; 1.1% of 220,000 active; AID 1688, 2009; also: potency is read from the fitted curve at half-maximal effect; % is scaled to controls: 0 for no effect and ±100 for the full control effect; nearly all actives have a fitted effect of over 60% in size
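Using laser scanning cytometry, GFP-positive aggregates were counted after lysis of PC12 cells induced with 100 nM tebufenozide to express HTT exon 1 Q103–GFP. Compounds were tested in titration.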
Epigenetic reg = Quantitative High-Throughput Screen for Regulators of Epigenetic Control. murine LDR cells, GFP reporter derepression, 30 h. Potency, µM (top dose mostly 53.9 µM), inactives show at the highest dose GFP activation, most hits filed as activators. 0.2% of 280,000 active. AID 1865, 2009; also: potency is read from the fitted curve at half-maximal effect; % of control where 0% means no effect; nearly all actives have a fitted effect of over 60% in size
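Reporter derepression read as number of fluorescent GFP-positive objects, 20-120 um in size, counted by laser-scanning cytometer. Mouse LDR line with an epigenetically silenced CMV-GFP locus; compound incubation 30 h, 37 C.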
Starred values were filed as active, the others as inactive; ? = inconclusive; / = no result given; [ ] = another dose, or the depositor's remark. Unless noted, calls follow the shape of the dose curve; as a rule, active = well fitted curve in the direction sought with a large enough effect; inconclusive = small, poorly fitted or top-dose-only effect, or another doubt; inactive = no such curve, though single readings can be large; an effect the other way counts as inactive or inconclusive.

SMILES	IMPase Li inh	NPSR antag	Luc counter	Lamin A splicing	CBFb RUNX1 block	HTT aggregate	Epigenetic reg
CN(C)C(CNC(=O)C1CCCN(C(=O)c2ccc(Cl)cc2)C1)c1ccco1 (configuration not stated)	13.8%[38.3 µM]	-8.9%[46.1 µM]	0.5%	7.3%	3.0%	-2.0%	0.0%
CCCn1c(C)nc2c(NC3CCN(Cc4ccccc4)C3)nc(C)nc21 (configuration not stated)	11.5%	/	-1.7%	/	11.2%	/	0.2%
CCCCOC(=O)Nc1cc(C(=O)OC)ccc1C(=O)OC	16.9%[38.3 µM]	-6.2%[46.1 µM]	0.3%	19.8%	11.8%	-26.9%	0.0%
Cc1ccc2nc(NCCC(=O)O)nc(-c3ccccc3)c2c1	-8.8%	-22.8%	5.3%	/	7.7%	-12.2%	4.6%
NC(=O)c1oc2ccccc2c1NC(=O)CN1CCCCC1	-15.8%[38.3 µM]	-10.8%[46.1 µM]	-5.1%	5.4%	-3.7%	-4.9%	1.2%
CCCSc1nnc(CSc2nc3ccccc3s2)n1-c1ccccc1	22.1%[38.3 µM]	?	-0.9%	12.5%	0.1%	?	1.9%
COCCCNC(=O)c1ccc2c(=O)n(Cc3ccc4c(c3)OCO4)c(=S)[nH]c2c1	?	6.4%[46.1 µM]	0.2%	20.7%	-2.0%	2.1%	0.0%
N#CCSc1nccc(/C=C/c2ccccc2)n1	-0.1%	1.1%	2.0%	/	11.0%	9.9%	0.0%
Cc1cccc(N2CCN(c3nnnn3-c3ccccc3)CC2C)c1 (configuration not stated)	28.2%[38.3 µM]	-3.0%[46.1 µM]	18.9%	-8.3%	-8.1%	-20.5%	-2.7%
CCCCCN(C(=O)NC(=O)Nc1cccc(C)c1C)S(C)(=O)=O	6.4%	3.1%	1.4%	-26.2%[46 µM]	11.8%	-6.6%	-0.3%
Cc1ccccc1-n1c(O)c(C=NC2CCS(=O)(=O)C2)c2ccccc2c1=O (configuration not stated)	/	-1.5%	/	/	3.9%	16.9%[9.22 µM]	-0.3%
Cc1ccc(-n2c(SCC(=O)N/N=C/C=C/c3ccccc3[N+](=O)[O-])nc3ccccc3c2=O)cc1	3.3%	-10.4%	2.2%	4.7%	-8.3%	4.9%	2.1%
O=C(NCC1CCCO1)c1ccc(C(=O)NCC2CCCO2)cc1 (configuration not stated)	1.2%	-0.7%[46.1 µM]	1.4%	-11.5%	7.7%	-32.9%	0.9%
COc1cc(OC)cc(-c2nnc(SCC(=O)NCc3cccs3)o2)c1	26.7%[38.3 µM]	-19.6%[46.1 µM]	-2.9%	10.6%	-2.2%	-6.5%	-0.1%
O=C(c1ccc(Cl)cc1)N1CCN(c2cc(=O)[nH]nc2-c2ccccc2)CC1	-4.6%[38.3 µM]	-12.2%[46.1 µM]	-1.4%	8.4%	2.3%	-17.2%	-1.0%
CCn1cc(Br)c(C(=O)Nc2ccc(F)c(Cl)c2)n1	-3.5%[38.3 µM]	-12.8%[46.1 µM]	-0.1%	?	7.5%	-8.1%	-1.5%
CCc1cc[n+](-c2nc([O-])sc2C=O)cc1	10.6%[38.3 µM]	-6.5%[46.1 µM]	-4.3%	?	2.5%	-1.8%	2.2%
O=C(NCc1cccs1)C(=O)NCC1OCCCN1S(=O)(=O)c1ccccc1 (configuration not stated)	-12.6%	13.8%	-5.6%	6.9%	?	7.3%	1.3%
CCOC(=O)CC1C(=O)NCCN1S(=O)(=O)c1ccc(F)cc1 (configuration not stated)	-0.3%	16.5%	0.3%	2.9%[46 µM]	0.9%	-7.7%[9.22 µM]	-4.5%
CCOC(=O)CN1NC2(CCCCC2)NC1=S	30.9%[38.3 µM]	-5.4%[46.1 µM]	17.2%	15.6%	0.8%	13.4%	2.3%
O=C(c1ccc2c(c1)OCO2)N1CCN(c2ccccc2)CC1	6.9%[38.3 µM]	7.5%[46.1 µM]	-0.8%	7.2%	-3.1%	-14.7%	1.3%
Cc1cc(=O)oc2cc(OCC(=O)OCC(=O)NC(=O)NC(C)C)ccc12	4.1%	6.3%	10.7%	0.0%[46 µM]	8.4%	12.4%	-2.2%
CN(C)C(=O)CSc1cccc2cccnc12	25.2%[38.3 µM]	-7.3%[46.1 µM]	1.8%	4.0%	?	30.8%	-2.1%
O=C(CCNS(=O)(=O)c1ccc(Br)s1)NCc1ccc(F)cc1	3.5%	-7.3%	1.8%	9.9%[46 µM]	-17.2%	15.5%	2.6%
Cn1c(SCC2CCCO2)nnc1-c1ccncc1 (configuration not stated)	-4.4%[38.3 µM]	-9.4%[46.1 µM]	-1.2%	-3.2%	0.2%	-6.8%	-0.1%
COc1ccc2nc3oc(C(=O)NC4CCN(Cc5ccccc5)CC4)cc3cc2c1	5.1%	5.5%[46.1 µM]	-1.0%	-12.5%	-9.2%	-14.8%	-0.8%
O=C(NCCCN1CCOCC1)c1ccc(CS(=O)(=O)c2cccc(C(F)(F)F)c2)o1	1.6%[38.3 µM]	-7.9%[46.1 µM]	-2.2%	7.3%	5.0%	17.2%	0.0%
Cc1sc2ncnc(NC3CCN(Cc4ccccc4)CC3)c2c1C	27.7%	-50.0%	-0.5%	?	-1.6%	7.08µM*	1.1%
COc1ccc2cc(CCNC(=O)C3CCCC3)c(=O)[nH]c2c1	9.2%[38.3 µM]	-6.0%[46.1 µM]	-4.5%	-0.7%	8.2%	-11.4%	0.9%
O=c1[nH]cc(N(CCO)CCO)c(=O)[nH]1	/	13.5%	/	/	13.1%	5.7%[9.22 µM]	2.1%
Cc1cc(=O)[nH]c(SCC(=O)Nc2ccc(Cl)cn2)n1	21.4%[38.3 µM]	-9.3%[46.1 µM]	0.8%	20.5%	1.6%	10.1%	-2.3%
CC(C)C(=O)NC(=S)N1CCc2ccccc21	1.1%	14.0%	-0.5%	?	-0.8%	-3.1%	0.0%
COc1cc(NC(=O)c2ccno2)cc(C(=O)Nc2cccc(C(F)(F)F)c2)c1	/	-24.1%	/	/	-0.1%	-12.0%[9.22 µM]	-0.4%
CCOc1cc(N2CCOCC2)c(OCC)cc1NC(=O)C1=NN(c2cccc(C)c2)C(=O)CC1	-5.9%	-42.1%	-2.8%	/	2.7%	9.9%	-0.1%
Cc1ccc(-c2cc(C(=O)N(C)Cc3cnn(C)c3C)c3cc(Br)ccc3n2)cc1	?	-35.6%	1.3%	?	-2.3%	-25.5%	2.1%
CCOC(=O)c1ccc(N2C(=O)C3CC=CCC3C2=O)cc1 (configuration not stated)	25.7%[38.3 µM]	-9.2%[46.1 µM]	-5.0%	-8.0%	-0.9%	-14.3%	0.9%
CCN1C(=O)c2cccc3c(NC(=O)c4ccccc4)ccc1c23	14.4%	?	0.1%	-7.6%	-1.8%	?	-1.0%
CN1CC2([N+](=O)[O-])CC=C(OCCO)C([N+](=O)[O-])(C1)C2 (configuration not stated)	-2.5%	9.1%	1.3%	-8.1%	0.9%	5.1%	0.0%
O=C(NCc1ccco1)c1cc2sccc2n1Cc1ccccc1	14.8%	1.7%[46.1 µM]	1.3%	?	-24.1%	?	0.0%
O=C(Nc1ncc(Cc2ccccc2)s1)c1cccs1	0.3%[38.3 µM]	-2.3%[7.67 µM]	12.5%	?	0.6%	-28.1%	1.9%
COc1ccc(Cl)cc1NC(=O)C(C)Sc1nncn1C (configuration not stated)	/	-8.9%[46.1 µM]	/	0.5%	2.5%	-7.9%	-1.0%
CC(=O)c1c(C)n([O-])c2cc(C)ccc2[n+]1=O	-22.9%[38.3 µM]	-1.0%[7.67 µM]	-4.2%	?	-4.9%	7.2%	-4.0%
O=S(=O)(c1cc(Cl)ccc1Cl)N1CC2CCCN2c2ccc(C(F)(F)F)cc21 (configuration not stated)	22.6%[38.3 µM]	?	-0.4%	23.8%	3.5%	3.6%	0.9%
O=C1S/C(=C\c2ccccn2)C(=O)N1Cc1ccccc1F	0.0%	-4.8%	-7.8%	5.0%	2.7%	-3.0%	0.9%
Cc1cc(C)n(-c2nc3c(c(=O)[nH]c(=O)n3C)n2C(C)C)n1	4.4%[38.3 µM]	-4.8%[46.1 µM]	-3.6%	1.6%	-1.0%	-3.1%	1.2%
CCOC(=O)c1[nH]c(C)c(C(=O)NCC2CCCO2)c1C (configuration not stated)	-7.4%[38.3 µM]	2.2%[46.1 µM]	5.8%	5.7%	8.9%	9.5%	-1.9%
O=C(CC1SC(=NCC2CCCO2)NC1=O)Nc1cccc2ccccc12 (configuration not stated)	-4.7%	15.6%	2.3%	-5.3%	10.6%	24.1%	0.0%
COc1ccc(-n2c(=O)c3c4c(sc3n(CC(=O)NC3CCCC3)c2=O)CCCC4)c(OC)c1	8.8%	-55.3%	2.4%	/	3.5%	-7.0%	1.6%
Cc1ccc2c(c1)c(N=NC(N)=S)c(O)n2Cc1ccccc1	-0.1%	-0.1%	-7.8%	5.5%	-14.3%	18.8%	1.3%
CC1=Nc2cccc([N+](=O)[O-])c2NC(=O)C1	3.1%	18.1%	-2.5%	22.3%[9.22 µM]	5.4%	-1.0%	0.4%
(listing goes on)
SMILES	IMPase Li inh	NPSR antag	Luc counter	Lamin A splicing	CBFb RUNX1 block	HTT aggregate	Epigenetic reg
Cc1cccc(C(=O)OC(C)CN2CCOCC2)c1 (configuration not stated)	-9.9%	10.7%	0.7%	/	14.9%	2.7%	-1.1%
CCOC(=O)c1sc(NC(C)=O)c(C(=O)OCC)c1C	24.2%[38.3 µM]	-13.5%[46.1 µM]	-0.7%	1.1%	1.7%	-7.1%	0.0%
CC(=O)Nc1ccc2c(c1)nc(CCNC(=O)c1ccccc1)n2C	5.5%	22.2%	5.1%	-4.5%	-7.2%	0.3%	-1.0%
O=C(Nc1cccc(C(F)(F)F)c1)C1CCCN(S(=O)(=O)c2cnc[nH]2)C1 (configuration not stated)	2.6%[38.3 µM]	12.7%[46.1 µM]	0.9%	17.7%	5.0%	-2.4%	1.7%
CCOc1ccc(-n2c(=O)c3sccc3n(Cc3cccc([N+](=O)[O-])c3)c2=O)cc1	4.8%	-32.7%	5.3%	?	-4.3%	31.7%	-2.9%
Cc1ccc(N2C(=O)CC(C3CCCO3)C2=O)cc1 (configuration not stated)	27.9%[38.3 µM]	2.5%[46.1 µM]	16.6%	16.9%	3.3%	-10.5%	0.8%

The list is partial; the hit share may differ from the screen's.
